Mito fusion yeast: inhibitors of mitochondrial division or activators of mitochondrial fusion. S. cerevisiae fusion-defective mutant growth rescue, CellTiterGlo 48 h. actives 0.23% (n = 320,000). Potency, µM (series often up to 46.1 µM), for inactives: top-dose growth rescue (activation), hits mostly activators;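 note: potency is the fitted concentration of half-maximal effect; % of control where 0% means no effect; nearly all actives have a fitted effect of over 45% in size; temperature-sensitive fusion mutants such as fzo1-1 at 37 °C on non-fermentable ethanol glycerol medium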
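Luminescent cell viability in 1536-well qHTS format served as the measure of rescued growth in ts fusion-mutant S. cerevisiae cultured on non-fermentable YPEG for 48 hours at 37C.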
TCR act: T cell receptor activation. primary human leukocytes, anti-CD3, IL-2 HTRF, 48 h. Potency, µM (highest dose often 9.22 µM), for the others: top-dose activation of IL-2 secretion, most hits filed as activators. 330,000 tested, under 10 active. AID 504894; note: % of control where 0% means no effect
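Activity was scored as IL-2 release from primary human leukocytes given only a TCR signal (a-CD3 beads) plus compound for 48 hr. Detection used a two-antibody HTRF format read at 665nm.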
TSHR antag: antagonists of human thyroid stimulating hormone receptor | P16473 | TSHR-expressing cells, TSH-stimulated cAMP HTRF, 2 h; hits give low values | activity change, negative = inhibition, % at 11.5 µM | actives 0.2% (n = 330,000);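 active = activity change below a set negative limit, meaning inhibition stronger than a set level, cut at about -70% in these data; inconclusive = activity change between two set negative limits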; note: % is set by controls: 0 for no effect and ±100 for the full control effect
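Cell-based HTRF cAMP assay; TSHR cells + compound, TSH EC80 (4nM final), 2 h, 37 deg C. Lysis with anti-cAMP cryptate and cAMP-d2, 30 min RT, read 665/620 nm.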
ELG1 DNA repair: blocks ELG1-dependent DNA repair in HEK293T cells. HEK293T ELG1-luciferase reporter, luminescence, 16 h; DNA damage induced by 5-fluorouridine. Potency, µM (doses to about 46.1 µM), inactives show at the highest dose activity change, negative = inhibition, most hits filed as inhibitors. actives 2.3% (n = 330,000). AID 504467; note: potency is the fitted concentration of half-maximal effect; % is set by controls: 0 for no effect and ±100 for the full control effect; nearly all actives have a fitted effect of over 55% in size
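Cells (2,000 per well) received 5-fluorouridine plus test compound or DMSO and were incubated 16 hr at 37 °C, 5% CO2. Luciferase activity was read by luminescence 30 min after ONE-Glo addition; signal suppression marked inhibition of damage-induced ELG1 function.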
Eya2 inh: blocks the phosphatase activity of human Eya2; AID 488837; actives 0.006% (n = 330,000); Potency, µM (top dose mostly 76.9 µM), without a hit: top-dose activity, negative = inhibition, hits mostly inhibitors; recombinant Eya2, OMFP fluorescence dephosphorylation (OMFP is methylfluorescein phosphate); O00167; note: potency is the fitted concentration of half-maximal effect; % is set by controls: 0 for no effect and ±100 for the full control effect
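Eya2 (0.2 uM) preincubated 10 min at ambient with compound, then OMFP substrate added at 50 uM; 10 min reaction in 50 mM HEPES pH 7.5, 50 mM NaCl, 5 uM MgCl2, 0.05% BSA, 1 mM DTT. Fluorescence read at Ex 485/Em 525 nm.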
A-T KAP1 phos: potential ataxia-telangiectasia treatment | AID 485349 | Potency, µM (top dose mostly 57.5 µM), without a hit: at the highest dose activation, usual class: activators | […] A-T fibroblasts, KAP-1 phosphorylation AlphaLISA; neocarzinostatin DNA damage 30 min before lysis | actives 0.19% (n = 320,000); note: potency is the fitted concentration of half-maximal effect; % of control where 0% means no effect; nearly all actives have a fitted effect of over 45% in size
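ATM-like activity read as KAP-1 phosphorylation via AlphaLISA donor/acceptor antibody pairs after lysis and 6 hr at 25C. Cells were ATM-null patient fibroblasts ([…], hTERT), dosed 60 min, then exposed to the DSB inducer NCS for 30 min.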
ASM inhibitor: human S-ASM enzyme inhibition | P17405 | placental ASM, HMU-PC fluorogenic substrate, 60 min | Potency, µM (top dose mostly 57.5 µM), for the others: at the top dose activity change, negative = inhibition, most hits filed as inhibitors | actives 0.006% (n = 340,000); note: potency is the fitted concentration of half-maximal effect
Target sequence (P17405 47-631 limits assumed): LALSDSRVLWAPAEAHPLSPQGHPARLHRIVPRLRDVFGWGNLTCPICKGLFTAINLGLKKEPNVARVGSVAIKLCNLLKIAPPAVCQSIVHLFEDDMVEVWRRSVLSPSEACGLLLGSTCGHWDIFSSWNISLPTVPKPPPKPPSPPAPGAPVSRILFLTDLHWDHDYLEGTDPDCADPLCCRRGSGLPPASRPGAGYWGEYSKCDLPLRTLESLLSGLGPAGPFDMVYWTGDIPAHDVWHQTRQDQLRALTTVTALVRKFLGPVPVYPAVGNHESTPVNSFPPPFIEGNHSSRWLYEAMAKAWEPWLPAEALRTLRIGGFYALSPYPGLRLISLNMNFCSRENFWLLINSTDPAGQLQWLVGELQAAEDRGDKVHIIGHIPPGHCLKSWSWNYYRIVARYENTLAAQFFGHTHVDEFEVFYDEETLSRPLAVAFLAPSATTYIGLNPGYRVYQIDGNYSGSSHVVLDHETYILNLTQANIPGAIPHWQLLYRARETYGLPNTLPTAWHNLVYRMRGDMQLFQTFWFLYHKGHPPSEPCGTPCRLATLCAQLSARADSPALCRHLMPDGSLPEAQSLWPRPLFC
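Fluorogenic HMU-PC substrate (9 uM final) is turned over by placental ASM in 60 min at 37 C after a 10 min compound preincubation. Reaction ended by alkaline stop (pH 10), with fluorescence read at 386/447 nm.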
TSG101-PTAP inh: blocks PTAP/TSG101 interaction to inhibit HIV-1 budding | Fluorescence polarization, FITC-PTAP peptide / Tsg101 binding | 340,000 tested, under 10 active | Q99816 | Potency, µM (titrated, usually from 115 µM), for inactives: top-dose activity change, negative = inhibition, usual class: inhibitors; active = well fitted inhibition curve with a large enough effect in the main read-out, with a control signal flat, not every such curve was filed as active; inconclusive = small, poorly fitted or top-dose-only effect, or effect the other way, or a change in a side signal; inactive = no such curve, though single readings can be large or run the other way; note: potency is the fitted concentration of half-maximal effect; % of control where 0% means no effect
Target sequence (Q99816 whole entry, looked up): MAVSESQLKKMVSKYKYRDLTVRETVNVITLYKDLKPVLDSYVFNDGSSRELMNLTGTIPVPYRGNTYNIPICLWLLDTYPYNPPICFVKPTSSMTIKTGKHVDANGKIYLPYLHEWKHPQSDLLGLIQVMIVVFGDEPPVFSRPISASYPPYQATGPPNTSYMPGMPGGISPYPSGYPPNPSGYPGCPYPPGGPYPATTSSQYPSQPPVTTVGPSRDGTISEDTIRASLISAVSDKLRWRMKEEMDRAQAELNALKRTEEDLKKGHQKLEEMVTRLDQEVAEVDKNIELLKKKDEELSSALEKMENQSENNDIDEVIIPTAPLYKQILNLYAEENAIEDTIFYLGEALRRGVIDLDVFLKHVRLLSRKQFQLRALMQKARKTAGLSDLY
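Compounds were pin-transferred onto Tsg101 binding domain (10 uM final) in HEPES pH 7.5 buffer, then FITC-PTAP peptide was added at 50 nM final. After 20 min at RT, polarization reported peptide displacement across a qHTS concentration series.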
BCR signal inh: blocks chronic active B-cell receptor signaling; ABC-DLBCL IkBa-CBG/CBR reporter, luminescence ratio, 4 h; Potency, µM (series often up to 46.1 µM), for inactives: at the highest dose ratio change, negative = lower green/red ratio, actives largely listed as inhibitors; actives 0.05% (n = 340,000); AID 493014; active = well fitted inhibition curve with a large enough effect in the signal ratio, with a control signal flat, not every such curve was filed as active; inconclusive = small, poorly fitted or top-dose-only effect, or effect the other way, or a change in a side signal; the % refers to the signal ratio;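 note: potency is the fitted concentration of half-maximal effect; plate controls were basal doxycycline-induced cells for no effect and cells given 10 µM MG132 for full effect; MG132 reads +100%, hits lower the ratio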
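Cell line TMD8 (human ABC DLBCL), stably expressing tet-inducible CBG68-IkBa fusion and CBR; IMDM/0.5% FBS; cpd up to 46 uM; dox induction, 4 h, 37C/5% CO2; dual luminescence; green/red ratio; MG132 control.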
a7 integrin act: activates integrin-mediated alleviation for muscular dystrophy. alpha7betagal myoblasts, beta-gal FDG fluorescence, 48 h. Potency, µM (titrated, usually from 38.3 µM), for the others: at the highest dose activation, usual class: activators. actives 0.064% (n = 350,000). AID 624291;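 note: potency is the fitted concentration of half-maximal effect; 100% = response of the positive control SU9516; nearly all actives have a fitted effect of over 60% in size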
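Alpha7betagal+/- myoblasts (passage 13) were plated 16-24 hr, then exposed to compounds (1:260 dilution of DMSO stock) for 48 hours at 37C. After MPER lysis, β-galactosidase reporter activity was read as FDG fluorescence (ex 480/em 540) after 30 minutes.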
Tb PFK block: inhibitors of T. brucei phosphofructokinase; O15648; AID 485367; actives 0.17% (n = 330,000); T. brucei PFK, ADP-Glo luminescence; Potency, µM (titrated, usually from 57.5 µM), without a hit: at the highest dose activity, negative = inhibition, hits mostly inhibitors;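 note: potency is the fitted concentration of half-maximal effect; 0% = uninhibited 1x PFK enzyme wells and -100% = no-enzyme wells; nearly all actives have a fitted effect of over 60% in size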
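Compounds were pin-transferred as a titration series up to 57 uM into substrate buffer (0.5 mM F6P, 0.1 mM ATP, pH 8.0), then 1.25 nM PFK was added and reactions ran 45 min before ADP-Glo detection.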
* = called active by the depositor; ? = inconclusive; / = no result given; [ ] = another dose, or the depositor's remark. Unless noted, calls come from the whole dose curve; as a rule, active = well fitted curve in the direction sought with a large enough effect; inconclusive = small, poorly fitted or top-dose-only effect, or another doubt; inactive = no such curve, though single readings can be large; an effect the other way counts as inactive or inconclusive.

#1 CC(=O)Nc1cccc(NC(=O)C2CC3CCC2C3)c1 (centres undefined)
#2 COc1ccc(/C=C/c2nnc(NC(=O)COc3cccc(C)c3)s2)cc1
#3 COc1ccccc1OCCC(=O)Nc1cccc(S(=O)(=O)N2CCCCC2)c1
#4 COc1ccc(CCN(C)CC(O)COC(c2ccc(F)cc2)c2ccc(F)cc2)cc1OC (centres undefined)
#5 CC(C)CNC(=O)c1cc(-c2ccc(Br)cc2)on1
#6 COc1cccc(/C=N/NC(=O)c2ccc(COc3ccc(Cl)cc3Cl)o2)c1
#7 O=C(CN1C(=O)C2C3C=CC(C3)C2C1=O)OCC(=O)c1ccccc1 (centres undefined)
#8 O=C(CN1C(=O)C(=O)N(C2CCCC2)C1=O)Nc1ccc(OC(F)F)cc1
entry no.,1,2,3,4,5,6,7,8
Mito fusion yeast,-8%,0%,-6%,-42%[inhibitor],0%,-1%,2%,-3%
TCR act,3%,0%[46.1 µM],4%[46.1 µM],0%,12%,-2%,-2%[46.1 µM],-2%
TSHR antag,0,4,-4,5,-1,10,2,-4
ELG1 DNA repair,-4%,12%,-15%,?,?,0%,0%,9%
Eya2 inh,30%,5%,7%,0%,11%,27%,-1%,-8%
A-T KAP1 phos,11%,3%,8%,-3%,-3%,3%,/,4%
ASM inhibitor,-1%,/,/,-3%,1%,-17%,4%,-3%
TSG101-PTAP inh,-4%,-2%,-1%,-6%,-5%,-1%,-4%,0%
BCR signal inh,1%,-1%,0%,?,-1%,?,6%,?
a7 integrin act,5%,16%,-4%,-54%[inhibitor],13%,-18%,7%,?
Tb PFK block,-6%,-1%,-8%,1%,-3%,0%[0.46 µM],2%,-4%

#9 O=S(=O)(Nc1ccncc1)c1ccc(Cl)c(Cl)c1
#10 CSCCC(NC(=O)c1ccc([N+](=O)[O-])cc1Cl)C(=O)OCC(=O)N1CCN(C(C)=O)CC1 (centres undefined)
#11 CC1CCCN(C(=O)CCCC(=O)N2CCCC(C)C2)C1 (centres undefined)
#12 Nc1nc(SCC(=O)Nc2ccccc2C(F)(F)F)[nH]c(=O)c1-c1ccccc1
#13 CC1CCN(C(=O)C2CCN(C(=O)c3ccc(C(C)(C)C)cc3)CC2)CC1
#14 O=C(CSc1nnc2ccccn12)Nc1ncc(Cl)cc1Cl
#15 Cc1ccc(OCC(=O)Nc2ccc3c(c2)nc(CCN2CCC(C)CC2)n3C)cc1
#16 CC1(c2ccc(O)cc2)NC(=O)N(c2ccccc2)N1 (centres undefined)
entry no.,9,10,11,12,13,14,15,16
Mito fusion yeast,-1%,-6%,-1%,4%,22%,2%,16%,-1%
TCR act,/,-1%,8%,-2%,-1%,11%,-2%,-5%
TSHR antag,14,/,-8,-2,-10,3,-13,-3
ELG1 DNA repair,6%,29%,9%,-6%,?,?,8%,?
Eya2 inh,1%,2%,-4%,5%,9%,-2%,4%,22%
A-T KAP1 phos,-3%,-5%,-1%,-3%,-6%,5%,2%,-4%
ASM inhibitor,6%,3%,1%,1%,2%,3%,-4%,-2%
TSG101-PTAP inh,-2%,0%,0%,0%,-2%,-7%,-4%,-1%
BCR signal inh,4%,-1%,-1%,-4%,-9%,?,11%,-9%
a7 integrin act,18%,13%,?,5%,-25%,-3%,-22%,-3%
Tb PFK block,2%,0%,1%,2%,0%,-5%,0%,2%

Grouped by structure, the entries above with an aryl thioether with sulfur outside any ring (two)
#12 Nc1nc(SCC(=O)Nc2ccccc2C(F)(F)F)[nH]c(=O)c1-c1ccccc1
#14 O=C(CSc1nnc2ccccn12)Nc1ncc(Cl)cc1Cl
entry no.,12,14
Mito fusion yeast,4%,2%
TCR act,-2%,11%
TSHR antag,-2,3
ELG1 DNA repair,-6%,?
Eya2 inh,5%,-2%
A-T KAP1 phos,-3%,5%
ASM inhibitor,1%,3%
TSG101-PTAP inh,0%,-7%
BCR signal inh,-4%,?
a7 integrin act,5%,-3%
Tb PFK block,2%,-5%

Additional records.
#17 CCOC(=O)c1c(C)oc2c1c(CN1CCN(C(=O)OCC)CC1)c(O)c1ccccc12
#18 CCOc1cc(/C=N/NC(=O)C(=O)NCCCOC(C)C)cc(Br)c1O
#19 CCCCCOc1ccc(C(=O)CCC(=O)NNC(=O)c2ccncc2)cc1
#20 Cn1c(CCc2ccccc2)nnc1SCC(=O)N1CCOCC1
#21 Cc1nc(SCC(=O)c2ccccc2)[nH]c(=O)c1Oc1ccc(Cl)cc1
#22 COc1ccc(N2CC(O)(c3ccc(C)cc3)[N+]3=C2CCCC3)cc1 (centres undefined)
#23 COc1ccc2c(c1)[nH]c1c(=O)n(Cc3ccncc3)cnc12
#24 CC(=O)c1c(N2CCN(c3ccc(F)cc3)CC2)nc(=S)n(-c2ccccc2)c1C
entry no.,17,18,19,20,21,22,23,24
Mito fusion yeast,19%,7%,2%,-2%,0%,-2%,-3%,-1%
TCR act,-6%[46.1 µM],-17%[46.1 µM],-20%,1%[46.1 µM],-3%,4%,-5%,2%[46.1 µM]
TSHR antag,1,-8,-5,-1,11,3,4,-5
ELG1 DNA repair,?,-12%,?,3%,10%,-24%,?,-11%
Eya2 inh,-4%,-4%,-29%,1%,-9%,6%,9%,0%
A-T KAP1 phos,32µM*,-1%,6%,/,3%,0%,2%,27%
ASM inhibitor,-12%,0%,-2%,10%,-1%,2%,-2%,-5%
TSG101-PTAP inh,?,0%,-2%,-3%,-4%,-1%,-9%,-4%
BCR signal inh,?,0%,-13%,-8%,-10%,-4%,-6%,-1%
a7 integrin act,-59%[inhibitor],0%,2%,13%[7.66 µM],-20%,8%,-26%,-13%
Tb PFK block,-1%,5%,-3%,7%,0%,1%,1%,-2%

#25 CN(C)S(=O)(=O)c1ccc(C(=O)NCc2ccco2)cc1
#26 CN1C(=O)Nc2cccc3cccc1c23
#27 O=C(C[C@@H]1C/C=C\CCC(=O)OC[C@@H]2CCCN2C1=O)NCCO
#28 CCOCCCNC(=O)C(NC(=O)c1ccccn1)c1ccc(C)cc1 (centres undefined)
#29 O=C(COc1ccc(S(=O)(=O)N2CCOCC2)cc1)N1CCN(c2ccccc2)CC1
#30 COc1ccc(N2CC(O)(c3ccc(OC(F)F)cc3)[N+]3=C2CCCC3)cc1 (centres undefined)
#31 CCc1nn(CC(=O)NC(C)CCc2ccccc2)c(=O)c2cc3occc3n12 (centres undefined)
#32 O=C(Nc1ccncc1)Nc1ccccc1Cl
#33 Cc1nc2ccccc2c2oc(C(=O)NCCCN3CC(C)CC(C)C3)cc12 (centres undefined)
#34 COc1ccc(/C=N/N2C(=O)c3ccccc3C2=O)cc1
#35 COCCN1C(=O)c2ccc(C(=O)Nc3cccnc3)cc2C1=O
entry no.,25,26,27,28,29,30,31,32,33,34,35
Mito fusion yeast,5%,17%,/,-5%,-2%,-5%,3%,-8%,-6%,1%,-1%
TCR act,8%,12%,-1%,-5%[46.1 µM],1%,/,-2%,0%,3%,-2%[46.1 µM],-1%
TSHR antag,20,-2,2,0,13,-1,16,-9,-6,-8,1
ELG1 DNA repair,0%,?,?,18%,-9%,5%,11%,?,-5%,12%,10%
Eya2 inh,-3%,0%,-3%,-4%,1%,-7%,4%,4%,?,9%,-8%
A-T KAP1 phos,5%,9%,0%,1%,1%,-2%,-5%,-5%,-2%,14%,3%
ASM inhibitor,1%,-4%,-1%,-2%,-3%,7%,8%,0%,-5%,3%,0%
TSG101-PTAP inh,0%,-2%,/,0%,/,1%,3%,-4%,-10%,-6%,/
BCR signal inh,?,-19%,0%,-6%,0%,-1%,-1%,?,7%,7%,0%
a7 integrin act,-19%,0%,16%,-23%,-18%,-54%[inhibitor],-14%,0%,-49%[inhibitor],33%,-42%
Tb PFK block,-4%,7%,-1%,-1%,3%,-1%,9%,-4%,0%,-2%,-4%

Along the list, from the results shown.
Compounds 11–17 in Tb PFK block: 1%, 2%, 0%, -5%, 0%, 2%, -1%
Compounds 11–17 in a7 integrin act: ?, 5%, -25%, -3%, -22%, -3%, -59%[inhibitor]

Random draw from the library; 3.2% or so of the library scored in one or more.
